Source: PubChem
Pf Dd2 growth: inhibitors of Plasmodium falciparum Dd2 growth; P. falciparum Dd2 growth, SYBR Green, 72 h; Potency, µM (doses to about 28.9 µM), for inactives: at the top dose activity, negative = inhibition, hits mostly inhibitors; 120,000 tested, 4.3% active; AID 1347417; active = well fitted inhibition curve with a large enough effect; inconclusive = small, poorly fitted or top-dose-only effect; inactive = no such curve, though single readings can be large or run the other way;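 also: plate controls were DMSO vehicle for no effect and reference drug for full effect; nearly all actives have a fitted effect of over 65% in size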
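Infected erythrocytes (Dd2, 0.3% parasitemia, 2.5% hematocrit final) are added to compound in RPMI-1640/Albumax II medium, grown 72 h at 37C in low oxygen, then lysed with saponin/Triton-X containing SYBR Green and read by fluorescence.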
Active calls of the source: *; i = inactive; u = inconclusive; [ ] = another dose, or the depositor's remark. Potency is read from the fitted curve at half-maximal effect. These rows are one share of the data; rates above refer to the full screens.

SMILES | Pf Dd2 growth
Cc1nnc(-c2cc(C(=O)NCCN(C)C)ccn2)n1CCc1ccccc1 | i
COc1ccc(-c2nccn2C2CCC(N)CC2)c(Cl)c1OC (configuration not stated) | 4.3%
Cn1ccc(Nc2cc3c(cn2)CN(CCc2ccccc2)CCN3)n1 | u
O=C(c1ccc2c(c1)N(Cc1ccc(Cl)cc1)C(=O)c1ccccc1S2(=O)=O)N1CCc2ccccc21 | i
Cc1ccc(C(=O)NCC2Cn3cccc3C(=O)N2CC(C)C)cn1 (configuration not stated) | -12.7%
O=C1COc2cc(S(=O)(=O)NCc3ccco3)c(Cl)cc2N1 | -8.9%
CCCC(=O)N1CC2(CCCN2CC2CC2)Cc2ccccc21 (configuration not stated) | 8.91µM*
N#C/C(=C\c1ccc(-c2ccccc2C(=O)O)o1)c1nc2ccccc2[nH]1 | u
CCOC(=O)C1(Cc2ccc(F)cc2)CCCN(C(=O)c2cc3nc(C)cc(C)n3n2)C1 (configuration not stated) | i
COC(=O)C1=C(C)N=C2SC=C(CC(=O)NCCC(C)C)N2C1c1ccsc1 (configuration not stated) | i
Cc1nn(C)c(C)c1S(=O)(=O)N1CCC(c2noc(C3CC3)n2)C1 (configuration not stated) | 30.1%[activator][5.79 µM]
COC(=O)c1ccccc1NC(=O)[C@H]1O[C@@H]2OC(C)(C)O[C@@H]2[C@H]2OC(C)(C)O[C@H]21 | -4.1%
O=C(NCc1nnc2c(-c3nc(C4CC4)no3)cccn12)c1ccc(F)c(Cl)c1 | i
COc1ccc(N2CCN(c3ncnc4c3nc3n4CCCCC3)CC2)cc1 | 1.5%
O=C(c1cccc(F)c1)N1CCC(N2C(=O)C(O)C23CCCCC3)CC1 (configuration not stated) | 3.4%
CC1CCCCN1C(=O)CSc1nc2ccccc2nc1Cc1ccccc1 (configuration not stated) | u
Cc1ccc(OCC(=O)NCCC2CCN(C(=O)Nc3ccccc3C)CC2)cc1 | -18.7%
O=C(c1n[nH]c(=O)c2ccccc12)N1CCCC1c1nc(CCOc2ccc(F)cc2)no1 (configuration not stated) | u
O=C(c1ccc(C(F)(F)F)cc1)N1CCC2(CNc3ccccc3[S+](=O)([O-])N2)C1 (configuration not stated) | i
CCOC(=O)N1CCc2c(sc(NCc3cccc(F)c3)c2C(=O)Nc2ccc(OC)cc2)C1 | 7.94µM*
COc1ccc(-c2cc3nc4c(c(=O)n3[nH]2)CN(C(=O)CCc2ccccc2)CC4)cc1 | -21.9%[5.79 µM]
COc1ccc(-c2cc(N3CCC(NC(=O)COc4cccc(C)c4)CC3)n[nH]2)cc1 | u
CCc1cccc(C)c1NC(=O)CN1C(=O)c2ccccc2Sc2ncccc21 | -12.0%
Cc1ccc2c(C(=O)N3CCN(C4CCCCC4)CC3)cc(NC(=O)C3CCC3)cc2n1 | -23.5%

Taken from the entries so far, 3 compounds:
SMILES | Pf Dd2 growth
O=C(c1n[nH]c(=O)c2ccccc12)N1CCCC1c1nc(CCOc2ccc(F)cc2)no1 (configuration not stated) | u
O=C(c1ccc(C(F)(F)F)cc1)N1CCC2(CNc3ccccc3[S+](=O)([O-])N2)C1 (configuration not stated) | i
CCOC(=O)N1CCc2c(sc(NCc3cccc(F)c3)c2C(=O)Nc2ccc(OC)cc2)C1 | 7.94µM*

The listing continues.
SMILES | Pf Dd2 growth
CN(Cc1nc(-c2ccccc2)cs1)C(=O)c1cccc(-n2cnnc2)c1 | -4.7%
O=C(Cn1nc(-c2cccs2)ccc1=O)NC1CCCc2c1[nH]c1ccccc21 (configuration not stated) | 1.1%
CC1=C[C@@H](CNC(=O)c2cncnc2)[C@H](C(C)C)C[C@H]1Cc1nnc(-c2ccccc2F)o1 | -4.6%
CCCCc1nn2c(=O)cc(COC(=O)c3cccc(Cl)c3)nc2s1 | 10.8%
CCOc1ccc(CNS(=O)(=O)c2cc3c(cc2C)NC(=O)CO3)cc1 | i
CCCCC12CN3CC(C)(CN(C1)C3c1cc(Br)ccc1O)C2=O (configuration not stated) | 8.8%
Cc1ccc(S(=O)(=O)N2CCCC(Cn3c(C)nc4cccnc43)C2)cc1Cl (configuration not stated) | 7.08µM*
CNC(=O)c1ccn2cncc2c1 | 13.2%[44.1 µM]
O=C(NCc1ccc(-c2ccccc2)cc1)[C@H]1CCC[C@H](O)C1 | -3.1%
COc1cccc([S+](=O)([O-])N2CCC3(C2)C(=NC2CCCC2)NC(=O)N3c2cc(F)cc(F)c2)c1 (configuration not stated) | u
O=C1NCc2ccccc2CC12CCCCN2Cc1ccc(Cl)s1 (configuration not stated) | u
COc1ccc(F)cc1-c1ncc2c(n1)OCCN(c1cccc(C(F)(F)F)c1)C2=O | -18.1%[44.1 µM]
COc1ccc(CC(=O)N2CCC3(CC2)CC(=O)N(c2ccccc2)c2ccccc2O3)cc1 | u
O=C(NCc1ccco1)[C@H]1CN2CCC1C[C@@H]2Cn1cc(CO)nn1 (some centres not stated) | 23.2%[44.1 µM]
COc1ccccc1N1CCN(S(=O)(=O)CCNC(=O)C(c2ccccc2)c2ccccc2)CC1 | i
COc1ccc(NC(=O)CSC2=Nc3ccccc3C3=NC(CC(=O)NCc4ccccc4OC)C(=O)N23)cc1Cl (configuration not stated) | u
Cn1ccnc1CN1CCCC(c2ccc(C(=O)O)cc2)C1 (configuration not stated) | -2.9%
OC[C@@H]1O[C@H](CNC2CCOCC2)[C@H](N2CCN(c3ccc(F)cc3)CC2)[C@@H]1O | -10.3%
O=C(Cc1ccc(Cl)cc1)Nc1ccc2oc(-c3ccc(F)cc3)nc2c1 | -4.8%
CCOc1ccc(CC(=O)N2CCC3(CC2)CC(O)CCO3)cc1 (configuration not stated) | u
CC(C)COc1cc(=O)n2c(c1C(=O)NC1CCCCC1)CCCCC2 | 1.4%
CN1CCN(C(=O)N2CCCC(CNS(=O)(=O)c3cccs3)C2)CC1 (configuration not stated) | -10.8%
CCOc1ccc(/C=C/c2nc(C#N)c(N(C)C)o2)cc1 | u
Cc1ccc([S+](=O)([O-])N2CCC3(C2)C(=O)N(CCc2ccccc2)c2ccccc23)cc1 (configuration not stated) | u
Cn1c(=O)[nH]c2cc(-c3noc(-c4ccc(C#N)cc4)n3)ccc21 | 10.2%
COc1cccc(-c2nc(CS(=O)CC(=O)N3CCN(c4cccc(C(F)(F)F)c4)CC3)c(C)o2)c1 (configuration not stated) | 3.4%
COc1ccccc1CNc1ncnc2onc(-c3ccc(Cl)cc3)c12 | u
O=C1CCN(C(=O)C2CCN(C(=O)C3COc4ccccc4O3)CC2)CCCCCCN1 (configuration not stated) | -12.0%
CN(CC1(C)CCOCC1)C(=O)c1ccccc1Cl | -2.5%
COc1cc(NC(=O)CCCOc2cc(=O)n(C)c3ccccc23)cc(OC)c1OC | 21.6%
O=C(CSc1ncc2c(n1)-c1ccccc1N(Cc1ccc(Cl)cc1)S2(=O)=O)c1ccccc1 | i
NC(=O)C1(C(=O)N2CCc3ncnc(N4CC=CC4)c3CC2)CC1 | 0.4%
CC(=O)c1cccc(NC(=O)Cn2c(-c3ccc(Cl)cc3)nc(C)cc2=O)c1 | -18.0%
O=C(c1nnc(CN2CCC(F)(F)CC2)n1-c1cccnc1)N1CCC[C@@H]1C(c1ccccc1)c1ccccc1 | u
COC(=O)[C@H](Cc1ccc(OC)cc1)NC(=O)[C@@H]1CNCCN1S(C)(=O)=O | -13.2%[44.1 µM]
COc1ccc(C(=O)NC2CCN(c3cnn(C)c(=O)c3)CC2)cc1F | -14.7%

Laid out differently: 2 of the compounds above.
Cc1ccc([S+](=O)([O-])N2CCC3(C2)C(=O)N(CCc2ccccc2)c2ccccc23)cc1 (configuration not stated)
  Pf Dd2 growth: u

Cn1c(=O)[nH]c2cc(-c3noc(-c4ccc(C#N)cc4)n3)ccc21
  Pf Dd2 growth: 10.2%

Next part
SMILES | Pf Dd2 growth
Cn1c(=O)n(-c2ccc3c(c2)OCO3)c2nc(-c3ccc(Cl)cc3)nc(C(N)=O)c21 | 11.4%
COC1CCOC2(CCN(C(=O)COc3ccc(F)cc3)CC2)C1 (configuration not stated) | -5.8%
Cc1cc(C)c(/C=C/c2onc(C)c2S(=O)(=O)N2CCC(C(=O)Nc3ccc(Cl)c(C(F)(F)F)c3)CC2)c(C)c1 | u
COc1ccc(NC(=O)Cn2cnc3sc(C)c(S(=O)(=O)N4CCN(c5ccccc5OC)CC4)c3c2=O)cc1OC | u
CSc1nn(Cc2ccc(Cl)cc2)c(N(C(C)=O)C(C)=O)c1S(=O)(=O)c1ccccc1 | -18.4%
CCN1CCN(C(=O)C2CCc3ncc(-c4ccc(F)cc4)n3C2)CC1 (configuration not stated) | u
CCc1ccc2c(c1)NC(c1ccc(F)cc1)=NC(c1ccncc1)=N2 | -13.2%
O=C(CCCn1cncn1)N1CCCC(CCc2ccccc2C(F)(F)F)C1 (configuration not stated) | -4.1%
O=C(CN1C(=O)NC(c2ccccc2Cl)C2=C1COC2=O)NCc1ccc2c(c1)OCO2 (configuration not stated) | i
Cc1cc(Cl)ccc1NC(=O)c1cc(S(=O)(=O)N2CCOCC2)cn1C | 5.2%
Cn1ccnc1C(=O)N1CCCC(c2nc(-c3cccnc3)no2)CCNC(=O)CC1 (configuration not stated) | -1.0%
CCOC(=O)C1(Cc2ccccc2F)CCCN(C(=O)C2=C(C)OCCO2)C1 (configuration not stated) | -9.7%

Random excerpt: four entries already listed
SMILES | Pf Dd2 growth
O=C(c1cccc(F)c1)N1CCC(N2C(=O)C(O)C23CCCCC3)CC1 (configuration not stated) | 3.4%
O=C1CCN(C(=O)C2CCN(C(=O)C3COc4ccccc4O3)CC2)CCCCCCN1 (configuration not stated) | -12.0%
Cn1c(=O)[nH]c2cc(-c3noc(-c4ccc(C#N)cc4)n3)ccc21 | 10.2%
CNC(=O)c1ccn2cncc2c1 | 13.2%[44.1 µM]

(list continues)
SMILES | Pf Dd2 growth
CS(=O)(=O)N1CCC(Cc2ccc(C(N)=O)cc2)CC1 | 14.8%
CCn1ncc(NC(=O)Cn2ncc3cc(-c4cccc(F)c4F)ccc32)n1 | -7.8%
COCCNC(=O)c1cn2ccnc(-c3ccc(OC)cc3)c2n1 | -8.8%
CCc1ccc(-c2cc(C)no2)cc1S(=O)(=O)NCc1ccco1 | i
CCOc1ccccc1N(C)C(=O)c1c2c(nc3ccccc13)C(=O)N(C1CCCCC1)C2 | 4.1%
CC(=O)Nc1ccc(NC(=O)c2cc(=O)c3ccccc3o2)cc1 | 11.4%
O=C(Cn1ccn2nc(-c3ccccc3)c(CO)c2c1=O)Nc1ccc(F)c(F)c1 | 18.0%
COc1ccccc1-c1nc(C2CC(=O)N(c3ccc(F)c(Cl)c3)C2)no1 (configuration not stated) | 120.4%[activator]
COc1ccc(-c2cc(-c3cccc(NC(C)=O)c3)cn3cncc23)cn1 | 2µM*
Cc1ccc(-c2nnc([C@H]3CCN(C(=O)COCC(=O)O)C3)o2)cc1 | 35.8%[activator][44.1 µM]
O=C(c1ccc(Cn2ccnc2)o1)N1CCCCCC1c1nnc(-c2ccccc2)o1 (configuration not stated) | i
Fc1ccc(CN2CCC(Cc3nc(-c4cccnc4)n[nH]3)C2)c(F)c1 (configuration not stated) | i
COCCNC(=O)C1CN(c2ccc(OC)cc2)C(=O)N1 (configuration not stated) | -20.5%[44.1 µM]
Cn1c(CCNC(=O)Cn2nc3c(cc2=O)CCCC3)nc2ccccc21 | -10.3%
CN1c2cc(C(=O)NCc3ccncc3)ccc2C(=O)N2CCCCC21 (configuration not stated) | i
CCC(=O)N1CCc2c(sc3ncnc(NCCc4ccccc4)c23)C1 | -15.8%
CCc1ccc(NC(=O)c2ccc(NS(=O)(=O)c3c(C)noc3C)cc2)cc1 | -12.8%
O=C(NC1CCCCC1)C1CN(C(=O)c2cccc(Br)c2)CC12CCOCC2 (configuration not stated) | -16.3%
Cc1ccc(C(=O)Nc2cc(-c3cn4cccnc4n3)ccc2C)cc1C | -6.0%
COc1ccccc1N1CCN(S(=O)(=O)CCNC(=O)c2cc(=O)c3ccccc3o2)CC1 | i
COCCn1c(C)cnc1CCNC(=O)Cc1cccc(F)c1 | i
O=C(CN1CC2CC(C1)[C@H]1CCCC(=O)N1C2)NC1CCCCC1 (some centres not stated) | -7.4%
O=C1NCc2ccccc2CC12CCN(Cc1ccc(F)cc1)C2 (configuration not stated) | u
CCNC(=O)N1CCCC1c1noc(CCC(=O)N2CCN(c3ccccc3)CC2)n1 (configuration not stated) | -17.6%
CCOc1ccc(OCC)c(S(=O)(=O)N2CCN(c3cccc(C)c3C)CC2)c1 | u
COc1cccc(-c2cc(C3CCN(C(=O)Nc4ccccc4Cl)CC3)[nH]n2)c1 | -9.5%
O=C([C@H]1C[C@H](Oc2cccnc2)CN1C(=O)CCc1c[nH]c2ccccc12)N1CCOCC1 | i
Cc1ccc(S(=O)(=O)c2nnn3c2nc(Nc2ccc(C(C)C)cc2)c2sccc23)cc1C | i
O=C(C[C@@H]1C[C@H]2O[C@H](CNCc3ccccc3OC(F)(F)F)[C@@H](O)[C@H]2O1)N1CCC(F)(F)C1 | 15.1%
CN1C(=O)[C@@H]2C[C@@H](CN2Cc2ccc3ccccc3n2)Oc2ccccc21 | i
COCC1CN(C(C)=O)CC12CCN(Cc1ccc3c(c1)CCO3)CC2 (configuration not stated) | i
CCCC(=O)Oc1c(Sc2ccc(Cl)cc2)c(C)nn1-c1ccccc1 | -26.6%
CC(C)CNC(=O)C(=O)Nc1c2c(nn1-c1ccc(Cl)cc1)CSC2 | u
CCC1(O)CCC12CCN(C(=O)c1ccoc1)CC2 (configuration not stated) | -21.0%
CN1c2cc(C(N)=O)ccc2C(=O)N2CCCCC21 (configuration not stated) | -11.4%
COc1cccc(NC(=O)C2CCCN(Cc3cccnc3)CCC(=O)NCC2)c1 (configuration not stated) | -19.8%
